Compound activity: PubChem BioAssay, several laboratories
TRPN1 ag: zebrafish TRPN1 channel agonists, primary screen, cell-based, HEK293, calcium fluorescence; transient receptor potential cation channel N1 (TRPN1/NompC), Danio rerio; HEK293 zebrafish TRPN1-YFP, Fluo-8 calcium fluorescence; 100% = response to 87 µM carbachol; activation, % at 3 µM; hit rate 0.18% among 220,000; AID 1424, 2008;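 active = activation above its plate's cutoff, the mean activation of test wells on that plate plus 3 SD, cut at about 19% in these data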;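 also: 0% = DMSO alone and 100% = 87 µM carbachol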
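Material – zebrafish TRPN1-YFP in HEK293 cells · Doses – 3 µM single point · Schedule – dye 1 h 37 °C plus 30 min RT · Signal – Fluo-8 calcium fluorescence, excitation 470-495 nm, emission 515-575 nm · Read-out – % activation versus carbachol response · Control set – carbachol high, DMSO low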
RBBP9 inh: human RBBP9 inhibitors, primary screen, biochemical, fluorescence polarization, FP-Rh probe, HTS | Serine hydrolase RBBP9 (Homo sapiens), O75884 | recombinant RBBP9 | inhibition, % at 7.94 µM | hit rate 0.2% among 220,000;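 active = inhibition above the campaign mean of all tested compounds plus 3 SD, cut at about 14% in these data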;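 also: plate controls were DMSO wells with RBBP9 for no effect and wells lacking RBBP9 protein for full effect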
Target sequence (O75884 whole entry, looked up): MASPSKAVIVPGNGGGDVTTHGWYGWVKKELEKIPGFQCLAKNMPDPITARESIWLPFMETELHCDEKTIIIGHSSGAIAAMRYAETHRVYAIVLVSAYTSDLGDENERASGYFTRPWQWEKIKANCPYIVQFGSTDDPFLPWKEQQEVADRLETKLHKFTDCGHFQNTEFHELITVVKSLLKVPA
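System: RBBP9 protein / Buffer or medium: Tris/NaCl buffer pH 8.0 with 0.1% Pluronic / Probe or stimulus: Serine-hydrolase probe FP-Rh, 375 nM pre-mixing / Dosing: 7.94 µM single dose, 0.794% DMSO / Times: enzyme-compound preincubation 30 min, then probe labeling 45 min, 25 °C / Technique: fluorescence polarization (mP), excitation 525 nm, emission 598 nm / Replication: singlicate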
TRPML3 ag: human TRPML3 channel agonists, primary screen, cell-based, HEK293 TRPML3-YFP, Fluo-8 calcium fluorescence, 3 µM; Mucolipin-3 (Homo sapiens), Q8TDD5; activation, % at 3 µM; AID 1448, 2008; hit rate 0.29% among 220,000; 100% = the carbachol control signal;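 active = activation above its plate's cutoff, the mean activation of the plate's test wells plus 3 SD, cut at about 12% in these data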;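 also: 0% = DMSO only wells and 100% = carbachol wells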
Target sequence (Q8TDD5 whole entry, looked up): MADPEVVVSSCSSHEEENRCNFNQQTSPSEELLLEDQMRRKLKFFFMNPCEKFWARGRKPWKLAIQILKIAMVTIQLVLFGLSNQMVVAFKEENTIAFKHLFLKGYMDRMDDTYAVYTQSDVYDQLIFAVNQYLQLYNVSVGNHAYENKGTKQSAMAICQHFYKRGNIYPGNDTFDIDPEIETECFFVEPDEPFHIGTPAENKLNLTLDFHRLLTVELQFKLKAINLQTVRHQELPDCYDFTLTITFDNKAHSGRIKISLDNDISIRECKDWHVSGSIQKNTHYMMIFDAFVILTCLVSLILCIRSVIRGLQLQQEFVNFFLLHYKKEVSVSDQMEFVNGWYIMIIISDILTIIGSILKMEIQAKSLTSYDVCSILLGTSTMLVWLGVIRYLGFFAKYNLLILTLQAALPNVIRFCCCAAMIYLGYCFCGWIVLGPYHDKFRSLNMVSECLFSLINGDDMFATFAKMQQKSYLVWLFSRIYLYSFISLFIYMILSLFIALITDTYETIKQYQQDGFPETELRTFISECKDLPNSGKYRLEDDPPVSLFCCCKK
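Material: TRPML3-YFP stable HEK293 cells | Dosing: One concentration, 3 µM nominal, 0.3% DMSO | Timing: 125 s total fluorescence read per well | Technique: Fluo-8 calcium dye fluorescence, ex 470-495, em 515-575 nm | Measure: Percent activation from peak-to-basal fluorescence ratio, scaled between DMSO and carbachol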
TNF death inh: inhibitors of TNF-alpha triggered necroptosis, primary screen, cell-based, Jurkat FADD-/-, single concentration. Jurkat FADD-/- TNF necroptosis rescue, ATP luminescence, 24 h; 0 = TNF only, 100 = no-TNF cells. activation (protection from cell death), % at 10 µM. hit rate 0.068% among 220,000. AID 463075, 2010;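 active = activation, meaning protection from cell death, of at least 50% relative to plate controls; inactive = activation below 50%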;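 also: necroptosis triggered by 40 ng/mL TNF-alpha added together with compound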
Ba/F3 V617F tox: reduced viability of JAK2V617F-dependent Ba/F3 cells, primary screen, JAK2V617F inhibitor project, cell-based, Ba/F3 EpoR-JAK2V617F, luminescence. ATP luminescence. inhibition, % at 5.6 µM. hit rate 1.1% among 220,000. AID 1446, 2008;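 active = inhibition above the campaign mean plus 3 SD over all tested compounds, cut at about 24% in these data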;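 also: cytokine-independent growth of Ba/F3 cells driven by EpoR plus mutant JAK2; 0% = DMSO-treated cells and 100% = JAK inhibitor I control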
PPC-1+TRAIL kill: compounds killing PPC-1 cancer cells with TRAIL present, primary screen, TRAIL potentiator project, ATPLite luminescence, uHTS. cell killing (% activity), % at 4 µM. hit rate 0.41% among 220,000. PPC-1 cells + TRAIL, ATPLite viability luminescence. AID 1443, 2008;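 active = cell killing above 50% in the first pass at 4 µM, then a duplicate retest at 5 µM averaging 50% or more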;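 also: plate controls were cells with TRAIL plus DMSO for no effect and medium-only wells lacking cells for full effect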
CHOP inhibitor: inhibitors of CHOP promoter induction, primary screen, cell-based, unfolded protein response, luciferase reporter; CHO-K1 CHOP-promoter luciferase, tunicamycin-induced, 15-18 h; inhibition, % at 10 µM; hit rate 3.8% among 220,000;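 active = compounds that reduced the stress-induced luciferase reporter signal by more than about 70% of percent inhibition, limit read from the data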;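 also: 0% = tunicamycin plus vehicle and 100% = wells without tunicamycin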
BaF3 parental: parental Ba/F3 cell viability inhibition, counter-screen for JAK2V617F inhibitor project, murine pro-B, CellTiter-Glo luminescence | CellTiter-Glo ATP luminescence | hit rate 1.1% among 220,000 | inhibition, % at 5.6 µM;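 active = inhibition above a per-campaign cutoff, the mean inhibition of all tested compounds plus 3 SD, cut at about 27% in these data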;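 also: 0% = DMSO wells and 100% = JAK Inhibitor I control wells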
Wee1 stabilizer: Wee1 degradation inhibitors, primary screen, cell-based, HeLa, Wee1K328M-luciferase, luminescence; Wee1-like protein kinase (Homo sapiens), P30291; HeLa Luc-Wee1K328M stability; 100% = proteasome inhibitor MG132 effect; reporter increase, % at 5 µM; hit rate 1.2% among 220,000; AID 1321, 2008;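 active = activation above the mean of all tested compounds plus 3 SD, set per screening run, cut at about 8.8% in these data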;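 also: cells exposed to compound for 20 h before luminescence read; 0% = DMSO alone and 100% = MG132 at 30 µM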
Numbers without * were called inactive; · = no result given. Compounds as they come, and some 6.8% of all compounds hit somewhere here.

SMILES	TRPN1 ag	RBBP9 inh	TRPML3 ag	TNF death inh	Ba/F3 V617F tox	PPC-1+TRAIL kill	CHOP inhibitor	BaF3 parental	Wee1 stabilizer
CCOC(=O)Nc1cccc(NC(=O)c2cc(OC)cc(OC)c2)c1	-1.6	2	-0.5	2.3	-2	-6	18	-1	1
O=C1CC(c2ccco2)CC(O)=C1C=NCC1NCCc2ccccc21 (configuration not stated)	-0.2	0	0.4	-0.8	-2	14	56	3	-2
COc1ccc2cc(CN(Cc3cccs3)Cc3nnnn3Cc3ccccc3)c(=O)[nH]c2c1	0.7	-10	0.2	-2.2	4	11	6	5	7
CCOc1ccc(-c2nc3n(c(=O)c2C#N)CCCS3)cc1	-0.7	-11	0.0	-0.3	0	5	2	5	0
CC1CCN(C(c2ccccc2)c2nnnn2C(C)(C)C)CC1 (configuration not stated)	-0.7	-3	-0.6	1.4	-1	12	1	4	2
COCCOC(=O)c1c(NC(=O)CN2CCCc3ccccc32)sc(C(N)=O)c1C	-0.7	-3	0.1	-2.7	4	5	18	8	0
OCCCN=c1cc(-c2ccccc2)oc2ccc(Cl)cc12	1.3	-5	0.6	-1.8	-1	22	-3	7	0
CCc1nnc(NC(=O)CSc2nnc(CNc3ccc(OC)cc3)n2CC)s1	0.5	4	0.6	0.2	4	4	-9	13	-2
O=C1c2ccccc2NC(c2ccc3c(c2)OCCO3)N1c1ccc2c(c1)OCCO2 (configuration not stated)	1.2	-7	0.4	-4.3	0	42	19	2	-1
COc1ccc(C2c3c(ncn(CCN4CCOCC4)c3=N)Oc3ccc4ccccc4c32)cc1 (configuration not stated)	0.5	-10	0.9	-11	1	3	14	6	4
O=C(NCc1cccnc1)c1ccc(CS(=O)(=O)Cc2ccc(Cl)cc2)o1	0.5	6	0.4	-0.2	-4	-8	0	-1	2
Cc1c(C(=O)NCCCN2CCOCC2)sc2nc(-c3ccc(F)cc3)cn12	1.5	7	0.7	1.8	1	5	14	1	-3
O=C(NCCc1ccc(Cl)cc1)Nc1cccc(Cl)c1	0.8	-18	0.1	0.2	2	5	100*	2	8.9*
Cc1cc(C(=O)Nc2cccc(C(=O)O)c2)c(C)o1	-0.3	-9	0.4	1.6	-2	-24	15	3	1
S=c1[nH]nc(-c2ccncc2)n1Cc1ccco1	0.4	0	0.2	-2.2	-2	-10	57	3	0
N#Cc1c(Cl)cccc1N1CCCC1	-2.4	9	-0.3	0.7	-4	18	20	-1	6
Cc1nnc(NC(=O)c2c(-c3ccccc3)noc2C)s1	-0.3	-5	0.0	0.1	-1	13	17	-4	-3
O=C(CSc1nc2ccccc2[nH]1)N1CCN(c2ccc(F)cc2)CC1	2.1	-4	1.5	-1.3	0	9	32	6	0
O=C(CSCc1ccccc1)Nc1cc([N+](=O)[O-])ccc1F	-2.3	-1	0.2	3.3	3	3	22	10	0
COc1cc(C2C3=C(CC(C)(C)CC3=O)OC3=C2C(=O)CC(C)(C)C3)cc([N+](=O)[O-])c1O	-0.4	7	-1.1	1.2	-2	2	-15	3	-2
Cc1ccc(S(=O)(=O)N2CCOCC2)cc1NC(=O)CSc1nnc(N)s1	0.6	-7	0.6	-0.4	3	-7	-11	6	-1
O=S(=O)(/N=C/N1CCOCC1)c1ccc(Cl)cc1	0.3	-2	-0.1	-2.1	-5	-10	9	0	-3
O=C(CC12CC3CC(CC(C3)C1)C2)N/N=C/c1ccc([N+](=O)[O-])o1	-0.5	2	0.3	-9.2	-6	12	-57	2	2
NC(=S)Nc1cccc2cnccc12	0.9	-1	0.1	-2.3	1	-13	18	7	0
COc1cc(-c2noc(CCCC(=O)NCc3ccccc3)n2)cc(OC)c1OC	0.7	3	0.3	1.3	-1	4	-6	1	2
CCc1cccc(CC)c1NC(=O)c1cccc(NC(=O)c2ccccc2)c1	-0.5	2	-0.8	-2.3	-1	1	-11	0	0
CC1CN(c2cc(-c3ccccc3)c3ccccc3n2)CC(C)O1 (configuration not stated)	-1.4	7	0.4	-0.4	-2	-2	46	5	-1
O=C(/C=C/c1ccco1)N1CCN(S(=O)(=O)/C=C/c2ccccc2)CC1	-0.8	-3	0.5	2.7	2	8	-2	10	-1
CCCCCn1c(=NC(=O)c2ccco2)c(C(=O)OCC)cc2c(=O)n3ccccc3nc21	-2.2	-2	-0.4	-21	4	2	36	4	0
CCCCn1nc(C(=O)N[C@@H](CCSC)c2nc3ccccc3[nH]2)c2ccccc2c1=O	-0.9	-8	-0.1	1.5	-3	11	28	3	0
CCOC(=O)c1c(C)n(C)c2ccc(OCC(N)=O)cc12	-1.0	-3	-0.5	-1.8	1	0	27	0	0
O=C(O)CCCNS(=O)(=O)/C=C/c1ccccc1	0.6	4	0.2	1.1	-2	10	-7	-2	3
CCn1cc(/C=N/O)c(C)n1	0.5	-11	0.9	1.9	-2	23	17	1	-1
CC(C)NC(=O)c1ccccc1NC(=O)C(C)Oc1ccccc1 (configuration not stated)	1.7	-5	-0.3	1.5	0	2	1	7	-1
Cc1cc(C(F)(F)F)nn1CC(=O)Nc1ccc(Br)c2cccnc12	0.7	6	-0.2	-1.5	-2	-5	12	4	1
COc1ccc(-c2[nH]nc(-c3ccccc3)c2-c2nc3ccccc3[nH]2)cc1	0.1	-17	-0.5	-3.8	3	12	-16	2	-3
Cc1ccc2oc(=O)cc(CN3CCC(C)CC3)c2c1	-1.9	-1	-0.9	1.9	4	5	28	10	-1
Cc1ccc(SC(C)C(=O)Nc2ccccc2C(=O)N2CCOCC2)cc1 (configuration not stated)	-0.4	-3	0.0	-0.2	-2	22	-3	-1	-1
O=C(Oc1ccc2c(=O)c(Oc3ccc4ccccc4c3)coc2c1)c1cncc(Br)c1	2.7	-3	0.7	-0.3	2	2	-11	3	-1
O=C(Nc1ccc2c(c1)C(=O)NC2=O)c1ccc(Cl)s1	0.6	4	0.8	-1.2	-6	14	4	-4	-4
N#Cc1ccc(CSc2nnc(-c3cccs3)n2-c2ccccc2)cc1	3.4	-11	-0.8	0.0	6	3	16	4	0
CCS(=O)(=O)Nc1ccc(C(=O)CC2(O)C(=O)Nc3ccccc32)cc1 (configuration not stated)	2.7	6	0.5	0.3	-2	7	-1	-1	3
C=CCn1c(SCC(=O)Nc2cc3oc4ccccc4c3cc2OC)nnc1-c1cnccn1	-1.1	-6	-0.6	-1.3	1	21	56	5	3
CCOC(=O)c1c(NC(=O)c2ccco2)sc2c1CCCC2	1.1	-12	0.6	-1.2	0	0	4	3	2
Nn1cnc2c(c1=O)C1(CCCCC1)Cc1ccccc1-2	-0.6	-9	-0.2	1.6	-3	6	34	3	-1
O=c1cc(Nc2ccc3c(c2)OCCO3)[nH]c(=O)n1Cc1ccc(F)cc1	0.8	-2	0.1	-0.8	-2	14	16	6	0
O=C(Cc1ccc(Cl)cc1)NNc1c(F)c(F)cc(F)c1F	-1.3	-9	-0.7	29	-5	7	14	1	-3
NC(=O)COC(=O)CCCc1nc2ccccc2s1	0.9	-15	1.0	-2.3	3	6	22	2	0
CC(C)(C)C(=O)N1CCN(c2ccc([N+](=O)[O-])cc2Cl)CC1	2.8	2	-0.1	-4.2	-7	·	·	0	-2
COC(=O)c1noc(C)c1-c1ccnn1C(=O)c1ccc(Cl)cc1	0.2	-1	0.9	-0.9	-2	1	-1	-2	5
Cc1ccc(N2CC(C(=O)NC3=NCCS3)CC2=O)cc1 (configuration not stated)	1.2	-4	1.5	-0.3	2	-3	-9	4	-2
O=C1CC(Sc2nnnn2C2CCCCC2)C(=O)N1c1ccccc1 (configuration not stated)	0.5	-9	-0.5	-7.4	-3	7	7	5	-3
O=C(CN1CCN(C2CCCCC2)CC1)c1c[nH]c2ccccc12	0.3	-10	0.9	0.9	4	10	-6	4	-2
C=CCCCCCCCCC(=O)NN	1.6	0	0.8	-16	3	19	38	-3	0
CCCCC(=O)NC1=C(C(=O)OC)SCC1	0.7	-8	1.0	0.9	-2	6	9	6	-2
OCCN(CCO)CC(O)CN(c1ccccc1)c1ccccc1 (configuration not stated)	-0.1	-9	-0.1	2.5	1	11	-8	-2	0
COc1ccc(CCNC(=O)COC(=O)Cc2cc(OC)c(OC)c(OC)c2)cc1	-0.2	4	1.0	-0.7	0	0	28	2	0
COc1ccc(C(=O)N2CCC(N3CCN(c4ccccc4)CC3)CC2)cc1	1.5	3	0.4	1.0	-2	16	-6	3	4
COC(=O)CN1C(c2ccccc2O)Nc2ccc(Br)cc2C1c1ccccc1 (configuration not stated)	-2.7	-9	0.1	0.2	-4	16	15	6	-2
CC1C2(C)OCC(C#N)(C(=N)O2)C1(C#N)C#N (configuration not stated)	0.1	-5	0.5	-1.8	1	2	1	-2	2

A few values from the entries so far:
`CCS(=O)(=O)Nc1ccc(C(=O)CC2(O)C(=O)Nc3ccccc32)cc1` (configuration not stated) in RBBP9 inh is entered as 6
`O=C(CSc1nc2ccccc2[nH]1)N1CCN(c2ccc(F)cc2)CC1` in CHOP inhibitor is entered as 32
`N#Cc1c(Cl)cccc1N1CCCC1` in TRPN1 ag is entered as -2.4

Next compounds:
SMILES	TRPN1 ag	RBBP9 inh	TRPML3 ag	TNF death inh	Ba/F3 V617F tox	PPC-1+TRAIL kill	CHOP inhibitor	BaF3 parental	Wee1 stabilizer
CCOC(=O)c1c(C)[nH]c(C(=O)COC(=O)c2oc3ccc(OC)cc3c2C)c1C	-0.3	-6	0.5	0.0	-1	-15	65	3	2
Cc1ccc(SCC(=O)NC(=O)NC(C)C)c(C)c1	-1.2	-1	-0.4	1.1	-1	3	21	3	-2
Brc1ccc(C=Nc2ccc(Nc3ccccc3)cc2)s1	-1.3	-3	-0.9	-12	2	-5	8	8	0
CS(=O)(=O)c1ccc(Cl)c(NC(=O)CCl)c1	-0.2	-6	0.4	19	2	8	-23	0	6
